Source: PubChem
S100A4 inh HTS: S100A4-myosin IIA interaction inhibition | P26447 | S100A4/TAMRA-MyoIIA peptide fluorescence polarization | inhibition, % at 10.7 µM | actives 0.14% (n = 360,000) | AID 652163;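 active = mean inhibition of at least 70% across replicates, with every replicate also reaching that level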
Target sequence (P26447 whole entry, looked up): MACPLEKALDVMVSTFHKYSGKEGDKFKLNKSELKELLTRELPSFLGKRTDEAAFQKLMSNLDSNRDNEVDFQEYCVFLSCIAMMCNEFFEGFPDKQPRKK
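Material: S100A4 monomer protein | Medium: HEPES pH 7.2 with CaCl2, KCl, NaCl, DTT, Triton | Reagent: Labelled myosin peptide probe, 5 nM | Doses: One dose per compound | Times: 5 min incubation before reading | Benchmarks: Neutral control DMSO, positive control TFP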
EWS-Fli inh: EWS/Fli transcriptional activity inhibition. inhibition, % at 12.6 µM. actives 0.67% (n = 350,000). A673 NR0B1-luciferase reporter, viability-normalised;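 active = mean inhibition of at least 50% after viability correction, with every replicate also passing that limit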;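 also: firefly luciferase signal divided by Alamar Blue viability fluorescence both relative to DMSO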
E-sel inducer: induces E-selectin expression in human endothelial cells | HUVEC E-selectin immunofluorescence imaging; normalized: neutral wells 0, TNF-alpha wells 100 | activation, % at 7.58 µM | actives 0.37% (n = 260,000);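 active = mean E-selectin-positive cell signal at least 10% of the positive control, reached in at least 60% of replicates, without over 20% cell loss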;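 also: in these data hits start at about 27%; measured in HUVEC primary endothelial cells; signal is the percent of cells scored E-selectin positive by PE staining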
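Assay system: HUVEC, human umbilical vein endothelial cells / Amount: 3,000 HUVEC/well / Controls: TNF-alpha positive control, DMSO neutral control / Compound dosing: single concentration / Medium: EGM-2 over gelatin coat / Evaluation: percent E-selectin-positive cells / Signal: immunofluorescence imaging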
Xi reactivation: activators of X-chromosome reactivation in mouse fibroblasts | XiGFP mouse fibroblasts, % GFP-positive cells imaging, 3 d; cells co-treated with 5-aza-dC sensitizer; scaled so ellipticine positive control = 100% | activation, % at 7.58 µM | actives 0.055% (n = 360,000);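 active = mean normalized replicate activation at least 10% and every replicate at or above 10%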;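 also: 0% = median of on-plate neutral control wells and 100% = ellipticine 6 µM median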
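Schedule: 3 d treatment, 15 min room-temperature fixation; system: 68-5-11 XiGFP fibroblast line; buffer or medium: DMEM plus 5-aza-dC sensitizer; control set: ellipticine 6 µM positive control; compound: one concentration, pinned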
RAD52 inh: RAD52 (human) annealing inhibition. P43351. recombinant RAD52 DNA annealing, FRET fluorescence. inhibition, % at 18.7 µM. actives 0.46% (n = 360,000). AID 651710;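 active = every replicate showing at least 50% inhibition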
Target sequence (P43351 whole entry, looked up): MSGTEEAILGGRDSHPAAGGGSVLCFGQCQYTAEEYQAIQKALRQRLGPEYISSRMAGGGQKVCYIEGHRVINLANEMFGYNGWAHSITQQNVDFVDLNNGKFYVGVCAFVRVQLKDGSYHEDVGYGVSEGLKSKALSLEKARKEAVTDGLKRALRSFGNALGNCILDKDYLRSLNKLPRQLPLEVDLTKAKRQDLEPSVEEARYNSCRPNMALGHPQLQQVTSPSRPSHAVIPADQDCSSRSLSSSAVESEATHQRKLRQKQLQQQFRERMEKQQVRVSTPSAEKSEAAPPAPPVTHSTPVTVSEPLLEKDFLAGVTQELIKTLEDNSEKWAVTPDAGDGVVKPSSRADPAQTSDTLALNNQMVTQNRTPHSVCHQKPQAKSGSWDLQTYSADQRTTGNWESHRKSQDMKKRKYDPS
esBAF inh: blocks esBAF chromatin remodeling in mouse ES cells; Bmi1-luciferase knock-in reporter, 24 h; 100% = twice the neutral-well signal; reporter increase, % at 12.5 µM; actives 2% (n = 350,000); AID 602393; in the data active = activation above about 40%;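 also: 0% = median of the plate's neutral control wells and 100% = double that signal; a rise in the Bmi1 reporter signal indicates esBAF inhibition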
RAD54 branch: RAD54 (human) branch migration inhibition. RAD54 Holliday junction branch migration, FAM/BHQ fluorescence. inhibition, % at 10.4 µM. actives 0.14% (n = 360,000);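 active = mean normalized replicate activity at least 40 and at least half of replicates scoring 40 or more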;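 also: 0% = median of neutral control wells and 100% = median of positive control wells; inhibitors cause a drop in the FAM fluorescence signal; in these data hits start at about 50%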
FN deposition inh: fibronectin deposition inhibition. AH1F fibroblasts, Alexa488-fibronectin deposition fluorescence, overnight. inhibition, % at 12.6 µM. actives 0.086% (n = 350,000);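 active = mean inhibition across replicates of 30% or more, regardless of how many single replicates reach that level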;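 also: positive control wells lacked labelled fibronectin entirely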
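Assay system: AH1F fibroblasts / Quantity: 10000 cells per well / Medium: DMEM plus 2% serum, read in PBS / Reagent: labelled fibronectin 24 nM / Dosing: single dose, pinned / Times: 1 h cell attachment, overnight exposure to compound and label / Signal: fluorescence, ex 485 nm, em 525 nm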
The depositor's hits bear a star; x = not tested or not shown; & = joins results of further samples; ! = repeats disagree.

Structure	S100A4 inh HTS	EWS-Fli inh	E-sel inducer	Xi reactivation	RAD52 inh	esBAF inh	RAD54 branch	FN deposition inh
Cc1nc2c(sc(=S)n2Cc2ccco2)c(=O)n1CC(=O)Nc1ccccc1F	3	15	x	0.1	-12	-12	-9	0
C[C@@H]1CN([C@H](C)CO)C(=O)c2cc(NC(=O)NC3CCCCC3)ccc2O[C@@H]1CN(C)Cc1ccc(Cl)c(Cl)c1	6	-3	0.4	-0.9	10	1	3	-9
CCCC#Cc1cnc2c(c1)C(=O)N([C@H](C)CO)C[C@H](C)[C@@H](CN(C)C(=O)CCN1CCCCC1)O2	-43&65&-4	7&10&2	-0.1&-0.1	-0.1&0.1	-15&7&-5	-4&-15&-2	-8&-3&8	-1&4
C[C@H](CO)N1C[C@H](C)[C@@H](CN(C)C(=O)Nc2ccc(N3CCN(C)CC3)cc2)OCc2cnnn2CCCC1=O	2&5	-14&0&4	5.9&0.1	-0.1&-0.1	55*!	2&-1&-3	-13&11	6&0
Cc1ccc(C(=O)CSc2nc(C)cc(C)c2C(N)=O)cc1	0	10	x	x	-12	4	-5	x
O=C(CCn1nc(-c2ccc(Cl)cc2)ccc1=O)N1CCOCC1	0	x	x	x	10	14	-7	x
CCOC(=O)C1CCN(C(=O)CCC2CCCC2)CC1	-5	-9	x	0.1	-42	-5	-3	-1
COc1ccc(N(C(C)=O)S(=O)(=O)c2cccc3cccnc23)cc1	-4	5	0.1	0.8	-2	x	x	3
COCC(=O)Nc1ccc2c(c1)OC[C@H](C)N(C(=O)CC1CC1)C[C@@H](C)[C@@H](OC)CN(C)C2=O	-19	-11	-0.3	-0.2	-1	5	-7	x
CC1(C(=O)NCc2ccccc2)CSCC(=O)N1CCOc1ccccc1 (configuration not stated)	-1	4	2.5	0.1	-20	x	x	2
C/C=C\C(=O)Nc1cccc(C2=NOC3(C2)C[C@@H](C(N)=O)N(C(=O)CC(c2ccccc2)c2ccccc2)C3)c1 (some centres not stated)	x	1	-0.1	0.0	x	-1	-7	-4
CC1CC(C)CN(C(=O)C(C)N(C)CC(=O)Nc2ccccc2Cl)C1 (configuration not stated)	2	-5	-2.6	0.2	-8	x	x	-7
CCCNC(=O)NC[C@H]1[C@H](c2ccc(C3=CCCC3)cc2)[C@@H](CO)N1C(C)=O	x	9	0.1	-0.1	x	-2	-7	7
CCN(CC)c1nc(Nc2ccc([N+](=O)[O-])cc2)nc(N(CC)CC)n1	2	-3	0.0	0.0	-8	-10	6	-5
O=C(COc1ccc(Cl)cc1)Nc1nnc(S(=O)(=O)N2CCCCCC2)s1	-3	9	115*	0.0	-20	-1	-4	-5
COC(=O)c1ccccc1C(=O)N1CC(O)CO1 (configuration not stated)	-1	0	0.2	-0.1	-18	-2	-1	-2
O=C(N/C(=C\c1cccs1)C(=O)N1CCOCC1)c1ccco1	-7	-2	x	0.0	-13	0	x	-16
COc1cc(C(=O)NCc2nnc(SCC(=O)N3CCCC3)o2)cc(OC)c1OC	-8	x	x	0.1	-6	1	8	-11
CCCCOc1ccc(NC(=O)CN2CCN(CC)CC2)cc1	4	4	0.4	0.1	-15	-4	8	-5
CCN1CCN(C(=O)CSc2cc(=O)n(C)c3ccccc23)CC1	0	7	x	0.0	-7	-6	x	10

One compound at a time, as listed above:
Cc1ccc(C(=O)CSc2nc(C)cc(C)c2C(N)=O)cc1 is listed as S100A4 inh HTS = 0; EWS-Fli inh = 10; E-sel inducer = x; Xi reactivation = x; RAD52 inh = -12; esBAF inh = 4; RAD54 branch = -5; FN deposition inh = x
CCOC(=O)C1CCN(C(=O)CCC2CCCC2)CC1 is listed as S100A4 inh HTS = -5; EWS-Fli inh = -9; E-sel inducer = x; Xi reactivation = 0.1; RAD52 inh = -42; esBAF inh = -5; RAD54 branch = -3; FN deposition inh = -1
CCCC#Cc1cnc2c(c1)C(=O)N([C@H](C)CO)C[C@H](C)[C@@H](CN(C)C(=O)CCN1CCCCC1)O2 is listed as S100A4 inh HTS = -43&65&-4; EWS-Fli inh = 7&10&2; E-sel inducer = -0.1&-0.1; Xi reactivation = -0.1&0.1; RAD52 inh = -15&7&-5; esBAF inh = -4&-15&-2; RAD54 branch = -8&-3&8; FN deposition inh = -1&4

Two entries from above, with values under each structure:
Results follow in this order: S100A4 inh HTS, EWS-Fli inh, E-sel inducer, Xi reactivation, RAD52 inh, esBAF inh, RAD54 branch, FN deposition inh
- C[C@@H]1CN([C@H](C)CO)C(=O)c2cc(NC(=O)NC3CCCCC3)ccc2O[C@@H]1CN(C)Cc1ccc(Cl)c(Cl)c1
    6, -3, 0.4, -0.9, 10, 1, 3, -9
- CCCC#Cc1cnc2c(c1)C(=O)N([C@H](C)CO)C[C@H](C)[C@@H](CN(C)C(=O)CCN1CCCCC1)O2
    -43&65&-4, 7&10&2, -0.1&-0.1, -0.1&0.1, -15&7&-5, -4&-15&-2, -8&-3&8, -1&4

(list continues)
Structure	S100A4 inh HTS	EWS-Fli inh	E-sel inducer	Xi reactivation	RAD52 inh	esBAF inh	RAD54 branch	FN deposition inh
COc1ccc(NS(=O)(=O)c2ccc(N3CC(O)=C(c4ccccc4)C3=N)cc2)cc1	-5	2	x	-0.7	-7	x	-11	1
Clc1ccc(OCCSc2ncccn2)c(Br)c1	2	-47	0.0	0.0	-18	x	x	-5
O=C(c1cc(C2CC2)nn1-c1ccccc1)N1CCN(S(=O)(=O)c2c(F)cccc2F)CC1	-2	6	x	0.0	1	0	2	7
Cc1ccc(C)c(N2CCN(C(=O)CCCn3ncn4c(cc5occc54)c3=O)CC2)c1	0	x	x	0.1	-19	-5	-1	-5
CC(C)n1ncc2c(C(=O)NCCc3ccc(S(N)(=O)=O)cc3)cc(C3CC3)nc21	-1	10	0.3	0.0	5	0	7	-1
CCOC(=O)C1CCCN(c2oc(-c3ccc(OC)cc3)nc2C#N)C1 (configuration not stated)	0	6	x	0.2	-55	-6	-6	x
COc1ccc(CN(C)S(=O)(=O)c2ccc3c(c2)OCCO3)cc1	-2	x	-1.1	0.0	-9	3	-9	4
CC(C)c1nnc(NC(=O)CC(C)c2ccccc2)s1 (configuration not stated)	-4	-21	1.1	0.0	9	21	-7	-8
COc1ccc(CN(C)C[C@@H]2Oc3ccc(NS(=O)(=O)c4ccccc4)cc3C(=O)N([C@H](C)CO)C[C@@H]2C)cc1	6	2	-4.9	0.2	-2	-4	1	x
COc1cccc(CNC(=O)CCC(=O)N2CCOCC2)c1	1	-3	x	0.0	-15	-10	11	1
CN1OC[C@@H]2CN(C(=S)NCCc3ccccc3)[C@H](c3ccccc3Br)C[C@@H]21	-8	4	0.3	x	-6	-8	-2	2
S=C(NCc1cccs1)Nc1ccccc1	0	12	-2.4	0.1	-2	x	x	-2
CN1CCN(C(=O)C[C@H]2CC[C@H](NC(=O)Nc3ccccc3F)[C@H](CO)O2)CC1	2	7	-0.4	-0.1	3	-5	-2	2
C[C@H](CO)N1C[C@H](C)[C@H](CN(C)S(C)(=O)=O)Oc2ncc(C#Cc3cccc(F)c3)cc2C1=O	-2	-21	-0.5	0.1	-2	5	-7	9
FC(F)(F)c1nc2nc(Cl)c(Cl)nc2n1CCCN1CCOCC1	7	8	x	0.0	-31	-11	-40	x
CCOC(=O)C1=C(CC)Nc2ccccc2N=C1NC(=O)Nc1ccc(Cl)c(Cl)c1	1	x	x	x	-24	x	-10	-7
C[C@@H]1CN([C@H](C)CO)C(=O)Cc2cc(NS(=O)(=O)c3cn(C)cn3)ccc2O[C@@H]1CN(C)S(C)(=O)=O	8	-1	-3.0	-0.1	1	1	2	x
CC(C)N(C(=O)[C@H]1CC(CC(=O)NCCc2ccccn2)C(=O)N2CCc3c([nH]c4ccccc34)[C@]12C)C(C)C (some centres not stated)	0	8	-2.1	0.1	-6	5	-3	4
COc1ccc(CN(C)[C@H]2C[C@H]3c4[nH]c5ccccc5c4CCN3C[C@H]2[C@H](C)O)cc1	10	-1	0.0	0.1	-44	6	2	x
Cc1ccc(Nc2nc(NCCO)c3ccccc3n2)cc1C	-3	-26	x	0.0	27	-4	22	9

Labels used below – A = S100A4 inh HTS; B = EWS-Fli inh; C = E-sel inducer; D = Xi reactivation; E = RAD52 inh; F = esBAF inh; G = RAD54 branch; H = FN deposition inh
molecule: CC(=O)N1c2ccc(S(=O)(=O)N3CCCC(C(=O)NC4CCCC(C)C4C)C3)cc2CC1C (configuration not stated)
  A: -1	B: -1	C: -0.1	D: 0.3	E: -2	F: -3	G: 5	H: -10

molecule: O=C(CSc1nnc(NC(=O)c2ccco2)s1)Nc1cccc(F)c1
  A: -1	B: -49	C: 3.7	D: 0.5	E: -15	F: 24	G: 3	H: 4

molecule: O=C(CN1CCCC1)Nc1cccc(Cl)c1
  A: -4	B: -4	C: -0.2	D: 0.0	E: -6	F: -1	G: -2	H: -1

molecule: CN(C)CC(=O)N1CCCCN2[C@H](C1)[C@@H](c1ccc(-c3cccc(C(=O)N(C)C)c3)cc1)[C@@H]2CO
  A: -4	B: -19	C: 0.6	D: 0.4	E: 4	F: -3	G: -22	H: x

molecule: O=C(COC(=O)c1ccc(F)cc1F)NCCC1=CCCCC1
  A: 3	B: 2	C: 0.5	D: 0.0	E: -12	F: -3	G: 7	H: -12

molecule: COc1ccc(OCc2cn3c(C)cc(C)nc3n2)cc1
  A: 0	B: -22	C: -2.5	D: 0.1	E: -18	F: x	G: 2	H: -1

molecule: CCOC(=O)c1cn2nc(SCc3ccccc3)nc2nc1C
  A: -4	B: -84	C: x	D: 0.1	E: -13	F: 20	G: -2	H: -5

molecule: Cc1c(Cl)cccc1NC(=O)Cn1cc(C(F)(F)F)cc(Cl)c1=O
  A: 30	B: -9	C: -0.8	D: 0.2	E: -14	F: x	G: x	H: 0

molecule: C[C@@H]1CN([C@@H](C)CO)S(=O)(=O)c2ccc(C3=CCCCC3)cc2O[C@H]1CN(C)Cc1cccnc1
  A: -11	B: 26	C: 1.0	D: 0.0	E: 4	F: -5	G: 2	H: x

molecule: c1ccc(-c2nnc(OCC3CCCO3)c3ccccc23)cc1 (configuration not stated)
  A: 1	B: 2	C: 4.3	D: 0.1	E: -7	F: -2	G: 16	H: 12

molecule: CNC[C@@H]1Oc2ccc(NC(=O)C3CC3)cc2C(=O)N([C@H](C)CO)C[C@H]1C
  A: 1	B: -1	C: -0.2	D: 0.0	E: -7	F: -2	G: 4	H: x
